PG9 binder: small molecules binding HIV-1 gp120 antibody PG9 | TR-FRET gp120-PG9 antibody binding | inhibition, % at 6.7 µM | actives 0.43% (n = 360,000); in the data active = inhibition above about 8.5%
HGIII-sPLA2 inh: Blocks human group III sPLA2 activity. Q9NZ20. QFRET BODIPY PC-A2 liposome hydrolysis, fluorescence. inhibition, % at 12.2 µM. actives 0.56% (n = 370,000);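 active = inhibition above mean plus 3 SD of compounds lying within the high and low control bounds, cut at about 19% in these data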;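 also: 0% = median of test compound wells and 100% = no enzyme DMSO wells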
Target sequence (Q9NZ20 whole entry, looked up): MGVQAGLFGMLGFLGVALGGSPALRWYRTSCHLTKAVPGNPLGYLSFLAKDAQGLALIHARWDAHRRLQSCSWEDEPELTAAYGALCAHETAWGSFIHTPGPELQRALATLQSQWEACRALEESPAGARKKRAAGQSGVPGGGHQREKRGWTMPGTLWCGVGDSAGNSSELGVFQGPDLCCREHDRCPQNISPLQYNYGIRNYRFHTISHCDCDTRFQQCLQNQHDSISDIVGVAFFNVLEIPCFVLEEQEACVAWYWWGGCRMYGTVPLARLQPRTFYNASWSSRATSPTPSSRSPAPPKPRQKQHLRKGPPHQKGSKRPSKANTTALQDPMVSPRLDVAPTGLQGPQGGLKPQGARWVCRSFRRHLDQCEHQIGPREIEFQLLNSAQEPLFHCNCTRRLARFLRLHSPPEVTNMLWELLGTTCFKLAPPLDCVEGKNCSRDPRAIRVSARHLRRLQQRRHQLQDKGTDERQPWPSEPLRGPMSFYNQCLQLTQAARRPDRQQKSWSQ
NR1D1 modulator: modulates human Rev-erb alpha binding to DNA. Rev-erbα–FITC-DNA binding, fluorescence polarization, 90 min. P20393. actives 0.79% (n = 370,000). AID 1259318. activity, % at 10 µM;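 active = activity above about 14%, limit read from the data; passing the limit was not always enough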;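 also: 0% = DMSO wells with 35 nM protein and 100% = DMSO wells with 750 nM protein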
SMARCA2 act: activators of SMARCA2 function | activation, % at 9.1 µM | MG213 cells, MMTV-luciferase reporter, dexamethasone, overnight | AID 652017 | actives 1% (n = 370,000); in the data active = activation above about 7.8%;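 also: 0% = vehicle wells and 100% = reference activator wells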
hgDAF-12 ag: activates the H. glycines DAF-12 receptor ligand-binding domain | HEK293 GAL4-hgDAF12 UAS-luciferase reporter, agonist luminescence; normalized to butyrate control | activation, % at 6.8 µM | actives 1.8% (n = 370,000) | AID 687014;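 active = activation above a cutoff set at the mean of all screened compounds plus 3 SD, cut at about 10% in these data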;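 also: 0% = DMSO wells and 100% = sodium butyrate wells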
DAX1 inh-1: inhibitors of human orphan nuclear receptor DAX1 (NR0B1); inhibition, % at 6.75 µM; actives 0.99% (n = 340,000); HEK293 Gal4-DAX1 luciferase reporter, luminescence; AID 504766; P51843;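 active = inhibition above the mean over all tested compounds plus 3 SD, cut at about 4.2% in these data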;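 also: 0% = DAX1-transfected cells with DMSO and 100% = empty-vector control cells with DMSO; inhibition shows as a rise in luminescence from relieved DAX1 repression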
Target sequence (P51843 207-470 limits assumed): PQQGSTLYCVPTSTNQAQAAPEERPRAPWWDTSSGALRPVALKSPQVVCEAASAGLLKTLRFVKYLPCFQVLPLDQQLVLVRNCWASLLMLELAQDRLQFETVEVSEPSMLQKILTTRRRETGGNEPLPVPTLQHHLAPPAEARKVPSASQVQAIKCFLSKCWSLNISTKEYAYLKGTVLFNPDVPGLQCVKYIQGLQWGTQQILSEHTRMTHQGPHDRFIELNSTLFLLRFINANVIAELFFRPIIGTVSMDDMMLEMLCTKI
FXN GAA850 act: increases GAA850 frataxin promoter reporter activity; HEK293 lucGAA850 FXN promoter luciferase reporter, 24 h; percent of 10 µM SAHA response; actives 0.56% (n = 360,000); activation, % at 6 µM;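 active = activation above the average of all compounds screened plus 3 SD, cutoff fixed separately per campaign, cut at about 7.5% in these data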;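 also: 0% = DMSO wells and 100% = 10 µM SAHA wells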
ssDAF-12 act: activates DAF-12 receptor from parasite S. stercoralis. HEK293 ssDAF-12/GRIP1 lit1-tk-luc reporter, luminescence; % of 3 µM dafachronic acid response. activation, % at 6.8 µM. actives 1% (n = 370,000). AID 652126;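 active = activation above the mean over all tested compounds plus 3 SD, cut at about 0.9% in these data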;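 also: 0% = DMSO-only wells and 100% = 3 µM delta7-dafachronic acid wells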
PLCb3 inh: blocks human PLC-beta3 enzyme activity | Q01970 | Purified PLC-beta3, fluorogenic substrate, fluorescence | inhibition, % at 12.2 µM | actives 0.18% (n = 370,000); in the data active = inhibition above about 11%;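 also: 0% = median of compound wells on plate and 100% = full blocker control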
DAX1 inh-2: inhibitors of DAX1 repression of SF-1 activated StAR promoter | AID 652010 | HEK293T StAR-luciferase reporter, SF-1/DAX-1 repression relief | inhibition, % at 6.8 µM | actives 1.1% (n = 370,000);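 active = inhibition above the mean over all tested compounds plus 3 SD, cut at about 3.6% in these data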;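 also: 0% = DAX-1 cells with DMSO and 100% = cells lacking DAX-1 with DMSO; higher inhibition means more luminescence from relief of DAX-1 repression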
hcDAF12 agonist: H. contortus DAF-12 activation, primary screen | actives 1.4% (n = 370,000) | HEK293 hcDAF-12 lit1-tk-luc reporter, luminescence; 0% DMSO, 100% Δ7-dafachronic acid | activation, % at 6.8 µM | AID 652067;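 active = activation above the mean of all tested compounds plus 3 SD, cut at about 5.5% in these data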;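 also: 100% = response to 3 µM Δ7-dafachronic acid high control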
Numbers without * were called inactive; . = not tested or not shown.

Sequence of screens: PG9 binder	HGIII-sPLA2 inh	NR1D1 modulator	SMARCA2 act	hgDAF-12 ag	DAX1 inh-1	FXN GAA850 act	ssDAF-12 act	PLCb3 inh	DAX1 inh-2	hcDAF12 agonist
- CC(=O)c1ccc(NS(=O)(=O)c2ccc(N/C=C/C(=O)c3ccc(F)cc3)cc2)cc1
  1.5	-34.0	-3.8	7.8	4.7	-0.9	1.8	-0.3	-111.5	1.0	2.5
- COc1cccc(NC(=O)N2CCCC(C(=O)NC3CCCCC3C)C2)c1 (stereo unspecified)
  -1.3	1.4	2.3	-3.6	-1.4	-1.4	-0.3	-0.2	-4.4	-0.1	1.4
- CCOc1ccc(/C=N/NC(=O)c2[nH]ncc2Br)c(O)c1
  -2.3	-6.5	-1.2	-1.0	6.3	0.7	-0.8	-0.1	-22.0	-0.9	2.6
- CC1CCc2cc(F)ccc2N1C(=O)CSc1nnc2c(n1)[nH]c1ccccc12 (stereo unspecified)
  -1.9	-2.8	10.4	0.1	0.2	-0.8	-2.5	-1.6	-2.0	-0.5	-0.8
- CCC(C(=O)Nc1ccccc1Cl)n1nc(C)c2c(C)n(-c3ccccc3)nc2c1=O (stereo unspecified)
  -1.0	2.3	-0.8	3.0	-1.0	-0.2	-1.3	-0.9	-4.2	0.1	1.1
- Cc1cc(NC(=O)CN2C(=O)NC(C)(CCc3ccccc3)C2=O)no1 (stereo unspecified)
  0.8	1.2	5.8	-1.7	7.3	-0.4	1.1	-1.6	-6.8	0.1	-0.9
- Cc1ccccc1NC(=S)NC1(C)CCS(=O)(=O)C1 (stereo unspecified)
  -1.3	-2.4	0.4	-1.3	-0.3	0.4	0.0	-0.8	1.1	-0.3	-2.9
- Cc1[nH][nH]c(=O)c1C
  1.1	8.0	-1.0	2.9	1.5	0.2	2.0	-1.2	4.5	0.3	1.4
- Cc1cc(SCC(=O)OCC(=O)c2c(N)n(C)c(=O)n(C)c2=O)c(C)cc1Br
  0.0	1.0	4.7	1.6	-2.1	0.5	0.3	-1.2	-3.3	0.3	-0.7
- O=C(COc1ccc2c3c(c(=O)oc2c1)CCC3)Nc1ccc(CN2CCOCC2)cc1
  0.0	-6.5	-12.0	-0.8	0.5	0.1	-0.9	-0.9	-4.3	-0.8	0.5
- O=C(c1cc2c(c(-c3cccc(-c4ccc(F)cc4)c3)n1)[C@H](CCO)N(C(=O)c1ccc3c(c1)OCO3)C2)N1CCOCC1
  -0.8	-5.8	-1.8	-0.8	-3.3	.	.	-1.1	0.4	-2.2	-2.0
- COc1ccccc1C(CNC(=O)c1cccc(S(=O)(=O)Nc2ccc(C)cc2)c1)N(C)C (stereo unspecified)
  -1.1	-20.9	-7.1	4.2	3.5	0.0	-1.6	-1.0	-4.9	0.6	2.2
- Cc1cnc(C(=O)OCC(=O)N2CCC(C)CC2)cn1
  2.0	1.1	2.0	-0.4	-1.2	0.8	-0.5	-0.4	-9.7	-0.1	-0.5
- CN(CC(=O)Nc1ccc(F)c(F)c1F)C(=O)C1=COCCO1
  -0.9	5.0	-1.0	-1.4	-0.1	-0.3	2.1	-0.9	-4.7	0.2	1.2
- Cn1c(N)c(C(=O)CSc2nnnn2-c2ccccc2)c(=O)n(C)c1=O
  3.0	3.2	5.7	-2.9	2.4	0.7	0.4	-0.9	-5.3	0.2	-0.7
- O=S(=O)(c1ccc(OCC(O)CN2CCC(Cc3ccccc3)CC2)cc1)N1CCOCC1 (stereo unspecified)
  -1.0	-13.9	-1.8	-0.1	-0.9	0.2	1.9	-1.5	0.7	0.1	0.3
- COc1cc(OC)nc(Oc2ccccc2C(=O)Oc2ccc(Cl)cc2)n1
  0.6	2.6	.	-1.8	-0.4	0.9	-1.1	-1.6	-2.5	0.0	0.2
- COc1ccc(Cl)cc1N1CC(c2nc3ccccc3[nH]2)CC1=O (stereo unspecified)
  -1.8	-6.3	-4.8	-0.8	0.0	2.2	-0.6	-0.8	-1.2	0.2	-0.3
- Cc1ccc(S(=O)(=O)N(C)c2ccc(OCC(=O)OCc3cccc(Br)c3)cc2)cc1
  -1.4	-24.4	7.0	1.2	1.8	0.6	1.8	-0.8	-4.9	-1.4	1.9
- CC(C)(C)C(O)(CC#CCN1CCCC1)c1ccccc1 (stereo unspecified)
  -1.1	-19.4	3.3	3.2	-1.4	0.3	0.9	-1.1	0.8	-0.6	-0.3
- CCOC(=O)c1cnn(Cc2ccc(C)cc2)c1N
  0.6	9.4	2.6	-4.3	-0.6	1.6	-1.6	-1.4	-5.2	-0.6	0.5
- O=C(O)C(C(=O)Oc1ccccc1)C(C(=O)O)C(=O)Oc1ccccc1 (stereo unspecified)
  -2.4	1.2	-4.5	4.3	0.5	-0.4	0.3	-1.2	1.9	0.2	-0.8
- COc1ccccc1-n1c(SCC(=O)Nc2cc(C)on2)nc2c(c1=O)SCC2
  0.6	0.2	-0.2	0.0	4.4	1.0	-2.2	-0.6	1.9	-0.4	-1.3
- CC(C)OCCCNC(=O)c1ccncc1
  -0.7	-1.9	-0.4	-2.0	-2.5	0.9	1.5	-0.6	-0.8	0.2	-1.2
- Cc1ccc(C(=O)N/C(=C\c2cccs2)C(=O)NCCc2ccccn2)cc1C
  -3.1	-9.1	3.8	-0.2	0.7	0.1	-0.3	-1.4	0.3	-0.6	-1.3
- CCCNC(=O)c1ccc(N2CCC3(CC2)CC(c2cccc(Br)c2)=NO3)c(NC(=O)c2ccccc2)c1
  0.8	0.8	6.1	2.5	-2.4	1.2	-2.2	-1.0	-2.2	0.0	-2.3
- COc1cccc(CN2CCN(CCc3ccccc3)C(CCO)C2)c1OC (stereo unspecified)
  -3.0	-1.6	11.1	-0.9	3.0	-0.3	-1.2	-0.7	2.2	0.4	1.9
- COc1ccc(NC(=O)NNC(=O)c2cc3ccccc3cc2O)cc1
  -1.2	21.8*	45.5*	-2.1	-1.3	0.7	-0.9	-0.6	-161.4	-0.3	2.7
- CCOC(=O)c1ccc(N2CCN(c3ccccc3F)CC2)c(NC(=O)Nc2cccc(OC)c2)c1
  -1.3	21.4*	0.7	-6.0	-2.3	-4.4	-0.3	-2.5	-8.0	-0.5	-2.4
- Cc1ccccc1SCC(=O)OCC(=O)NCCNC(=O)COC(=O)CSc1ccccc1C
  0.8	-20.1	-5.8	-1.1	1.6	0.3	1.9	-0.3	-4.3	-0.5	1.8

Some of these compounds in order of heavy-atom count, largest number first.
Sequence of screens: PG9 binder	HGIII-sPLA2 inh	NR1D1 modulator	SMARCA2 act	hgDAF-12 ag	DAX1 inh-1	FXN GAA850 act	ssDAF-12 act	PLCb3 inh	DAX1 inh-2	hcDAF12 agonist
- CC(=O)c1ccc(NS(=O)(=O)c2ccc(N/C=C/C(=O)c3ccc(F)cc3)cc2)cc1
  1.5	-34.0	-3.8	7.8	4.7	-0.9	1.8	-0.3	-111.5	1.0	2.5
- Cc1ccccc1NC(=S)NC1(C)CCS(=O)(=O)C1 (stereo unspecified)
  -1.3	-2.4	0.4	-1.3	-0.3	0.4	0.0	-0.8	1.1	-0.3	-2.9
- CC(C)OCCCNC(=O)c1ccncc1
  -0.7	-1.9	-0.4	-2.0	-2.5	0.9	1.5	-0.6	-0.8	0.2	-1.2

Next part
Sequence of screens: PG9 binder	HGIII-sPLA2 inh	NR1D1 modulator	SMARCA2 act	hgDAF-12 ag	DAX1 inh-1	FXN GAA850 act	ssDAF-12 act	PLCb3 inh	DAX1 inh-2	hcDAF12 agonist
- COC(=O)C(CCSC)NC(=O)c1cc2c(n(-c3ccccc3)c1=O)CC(C)(C)CC2=O (stereo unspecified)
  -1.0	-1.9	-4.8	-1.0	-0.4	-1.1	0.3	-0.6	2.3	0.3	1.0
- O=C(CN1C(=O)NC2(CCCC2)C1=O)Nc1ccc(OC(F)(F)F)cc1
  -0.8	-3.1	0.3	-2.1	-1.1	9.7*	0.4	-0.9	-2.9	-0.1	-1.7
- COc1ccc(S[C@]2(C(=O)N3CCOCC3)CC(=O)N(P(=O)(OC)OC)[C@@H]2c2ccc(OC)cc2)cc1
  .	4.9	-4.3	-1.1	-1.5	.	.	-0.5	-1.1	-1.7	-1.6
- Cc1cc(C)c(S(=O)(=O)Nc2ccc3[nH]c(=O)[nH]c3c2)c(C)c1
  -0.2	-7.2	-1.8	-1.9	-1.6	-0.3	-2.2	-1.1	3.1	-0.1	-2.3
- COc1cc2ccccc2cc1C(=O)N/N=C/c1cccnc1
  -3.2	3.7	1.2	-0.3	1.8	0.1	-4.6	-1.3	-12.3	-0.7	-2.3
- Cc1ccc(NC(CNS(=O)(=O)c2ccc(Cl)cc2)c2ccccc2)cc1 (stereo unspecified)
  -2.7	-18.9	2.2	-1.0	0.4	0.9	2.4	-0.8	6.3	0.4	-0.8
- O=C(O/N=C(\c1ccccc1)c1ccccn1)c1cccc2ccccc12
  -0.8	-0.7	-5.1	-1.8	2.0	1.2	-0.2	-1.3	-1.2	0.0	-2.2
- COc1ccc(Br)cc1C1CC(=O)N2CN(Cc3ccccc3)CSC2=C1C#N (stereo unspecified)
  4.0	-18.4	3.0	2.7	-0.8	-1.2	0.6	-1.3	-4.1	-0.7	-0.9
- CC1(C(=O)Nc2cccc(Oc3ccccc3)c2)CCN1Cc1ccccc1Cl (stereo unspecified)
  2.6	-20.0	-3.6	-4.2	-0.4	.	3.4	-1.6	-12.0	1.5	-1.0
- O=C(COC(=O)c1ccc(Cl)cc1O)Nc1cccnc1Cl
  1.1	1.5	2.8	2.5	1.9	0.0	2.1	-0.3	-8.1	-0.4	1.3
- CNc1ccc(-c2cccc(C#N)c2)cn1
  -0.5	8.6	-2.6	0.9	1.9	.	3.8	-1.8	-126.3	0.4	-0.7
- CC12CCCC(CC(=O)O)(C1)NC(=O)C2 (stereo unspecified)
  1.7	19.0	4.4	-3.9	0.5	0.3	-2.8	-1.7	4.5	-0.7	-1.2
- Cc1ccccc1C(=O)Nc1ccc(C(=O)N/N=C/c2ccccn2)cc1
  0.7	3.5	2.6	-1.6	0.9	-1.4	0.5	-1.1	-5.1	-0.7	-3.0
- Nc1nnc(SCC(=O)Nc2cccc(S(=O)(=O)N3CCOCC3)c2)s1
  -0.1	-2.2	1.8	-1.9	-0.8	0.4	0.5	-0.4	-2.7	-0.8	-0.9
- Clc1ccc(OCCCc2nc(-c3ccncc3)no2)c(Cl)c1
  -1.6	-5.5	-1.3	-4.0	-1.6	-0.4	1.9	-1.4	-1.8	-1.1	-3.0

Compound activity deposited in PubChem BioAssay by several laboratories.
